# Screens as filed in PubChem.
# PRMT1 FP inh – inhibitors of human PRMT1; AID 652257; Q99873; 370,000 compounds, 1.3% hits; recombinant PRMT1, activity-based probe fluorescence polarization; inhibition, % at 2.79 µM;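 active means inhibition above about 21% made by adding two undisclosed values, limit read from the data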
# rCAG RNA binder – molecules binding r(CAG) RNA repeats; r(CAG) RNA repeat, TO-PRO-1 dye displacement fluorescence; AID 651821; inhibition, % at 3 µM; 370,000 compounds, 1.3% hits;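 active means inhibition above the plate cutoff, the mean of all test compounds on that plate plus 3 SD, cut at about 35% in these data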;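 further: 0% = DMSO alone and 100% = 100 µM mitoxantrone as full dye displacement; higher means more dye released from RNA so lower well fluorescence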
# HTRA1 inh – HTRA1 (human) protease inhibition; recombinant HTRA1, FP-rhodamine activity-based probe, fluorescence polarization; inhibition, % at 5.96 µM; 340,000 compounds, 0.5% hits; in the data active means inhibition above about 36%;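 further: 0% = enzyme with DMSO and 100% = wells lacking enzyme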
# NPR2 activator – GC-B (human) receptor activation; HEK293-GC-B cells, CNP EC30, cGMP TR-FRET; 0% at EC30 CNP, 100% saturating CNP; activation, % at 10 µM; 370,000 compounds, 0.11% hits;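 active means activation at 10 µM reaching about 35% in either raw or pattern-adjusted values, limit read from the data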
# LEDGF integ inh – blocks HIV-1 LEDGF/p75-dependent DNA integration | AID 743269 | inhibition, % at 3.7 µM | 370,000 compounds, 0.64% hits | TR-FRET IN-LEDGF/p75 DNA integration, Eu/Cy5;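 active means inhibition above the screen-wide mean plus 3 SD, cut at about 13% in these data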;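 further: signal is the Cy5 over europium emission ratio at 671 and 618 nm; 0% = plate median of compound wells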
# TCR CD3 inh – human TCR-CD3 binding inhibition; inhibition, % at 9.4 µM; 360,000 compounds, 0.37% hits; AID 651800; TAMRA-labeled TCR probe fluorescence, biochemical; in the data active means inhibition above about 19%;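 further: recombinant mutant TCR 2C K166C tagged with TAMRA read by polarization; 0% = receptor in buffer alone and 100% = receptor with positive control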
# mABHD4 FP – ABHD4 (mouse) inhibition, primary FP screen; Q8VD66; purified mABHD4, FP-Rh probe fluorescence polarization; inhibition, % at 8.92 µM; 370,000 compounds, 0.54% hits; AID 720543;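 active means inhibition exceeding the mean over every tested compound plus 3 SD, cut at about 30% in these data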;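 further: 0% = plate median of compound wells and 100% = S159A mutant with DMSO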
#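 Doses – 8.92 µM, single dose · Material – wild-type mouse ABHD4 protein · Replication – single well per compound (singlicate) · Measure – percent inhibition of probe binding, normalized to plate controls · Schedule – 45 min compound pre-incubation plus 60 min probe step, 25 °C · Detection – fluorescence polarization with parallel and perpendicular emission, 525/598 nm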
# TDP2 absorb – TDP2 (human) inhibition, absorbance primary screen. 370,000 compounds, 0.34% hits. recombinant TDP2, T5PNP hydrolysis, p-nitrophenol absorbance 415 nm. O95551. inhibition, % at 12.8 µM;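 active means inhibition above the mean of all tested compounds plus 3 SD, set per campaign, cut at about 25% in these data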;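 further: 0% = DMSO with enzyme and 100% = buffer with substrate but no TDP2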
# Target sequence (O95551 whole entry, looked up): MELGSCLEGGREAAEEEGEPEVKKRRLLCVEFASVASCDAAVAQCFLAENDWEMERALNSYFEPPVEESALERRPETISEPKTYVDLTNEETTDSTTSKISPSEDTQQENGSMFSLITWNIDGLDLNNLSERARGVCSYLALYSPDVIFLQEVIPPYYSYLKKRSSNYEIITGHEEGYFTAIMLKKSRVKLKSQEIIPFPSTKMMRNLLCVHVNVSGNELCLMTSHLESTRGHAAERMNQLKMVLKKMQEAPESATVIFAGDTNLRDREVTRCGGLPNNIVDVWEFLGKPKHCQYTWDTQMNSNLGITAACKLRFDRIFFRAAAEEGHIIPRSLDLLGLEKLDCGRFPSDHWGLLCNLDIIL
#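 System – recombinant human TDP2 · Quantity – TDP2 enzyme at 120 nM final · Doses – single concentration, 12.8 µM nominal, with 1% DMSO · Incubation – 2 h at 37 °C · Measured by – epi absorbance of p-nitrophenol freed from T5PNP by hydrolysis · Read-out – % inhibition relative to enzyme-containing and enzyme-free wells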
# MBD2 DNA inh – inhibitors of human MBD2 binding to methylated oligonucleotide. Q9UBB5. TR-FRET. 370,000 compounds, 0.31% hits. inhibition, % at 4.4 µM. AID 686964; in the data active means inhibition above about 13%
# SIAE inh – blocks human sialic acid acetylesterase. Q9HAT2. SIAE FP-Rh probe binding, fluorescence polarization. inhibition, % at 9.66 µM. 370,000 compounds, 0.69% hits. AID 1053197;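 active means inhibition above a cutoff: mean of compounds within the control limits plus 3 SD of those, cut at about 17% in these data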;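 further: 0% = plate median of compound wells and 100% = probe without SIAE protein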
# Target sequence (Q9HAT2 whole entry, looked up): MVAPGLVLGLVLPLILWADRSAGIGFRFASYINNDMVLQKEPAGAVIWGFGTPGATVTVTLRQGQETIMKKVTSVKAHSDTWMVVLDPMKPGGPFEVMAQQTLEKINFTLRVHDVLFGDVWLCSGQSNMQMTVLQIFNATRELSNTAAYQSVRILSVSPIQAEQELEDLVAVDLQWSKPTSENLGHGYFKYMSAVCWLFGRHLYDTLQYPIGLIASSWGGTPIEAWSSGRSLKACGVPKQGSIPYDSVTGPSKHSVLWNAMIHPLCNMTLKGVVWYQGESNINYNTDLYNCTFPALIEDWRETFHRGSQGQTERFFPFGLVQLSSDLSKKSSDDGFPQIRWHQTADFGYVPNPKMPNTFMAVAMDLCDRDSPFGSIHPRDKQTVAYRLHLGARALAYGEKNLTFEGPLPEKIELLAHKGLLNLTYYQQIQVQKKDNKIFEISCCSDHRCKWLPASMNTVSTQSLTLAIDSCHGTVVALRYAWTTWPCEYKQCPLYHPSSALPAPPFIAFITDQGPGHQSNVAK
# The depositor's hits bear a star; x = not tested or not shown. Only part of the results is shown, so the mix of outcomes need not match the whole.
SMILES,PRMT1 FP inh,rCAG RNA binder,HTRA1 inh,NPR2 activator,LEDGF integ inh,TCR CD3 inh,mABHD4 FP,TDP2 absorb,MBD2 DNA inh,SIAE inh
N=C1C(c2nc(-c3ccc(Cl)cc3)cs2)=C(O)CN1NC(=O)c1ccc(O)cc1,-2,22,-2,-8,-1,4,-6,6,-1,-13
CC(C)c1ccccc1NC(=S)NCCCn1ccnc1,2,-1,12,1,1,-6,4,2,-6,5
CCC1CCC(C(=O)NC(C(=O)NCCCN2CCCCC2C)C(C)C)CC1 (stereo unspecified),-4,4,3,1,1,0,0,-14,-6,5
Cc1ccccc1S(=O)(=O)Cc1ccc(C(=O)N(C)C2CCCCC2)o1,10,-4,2,-1,-2,-6,-8,-18,2,2
Cc1nc(/C(N)=N/OC(=O)c2ccc(Cl)cc2)c(C(F)(F)F)o1,-5,-2,-7,1,-2,0,1,-10,-2,2
O=C(Nc1ccc(Cl)cc1N1CCOCC1)C1CCCCC1,-4,-4,8,0,2,0,-6,10,-3,0
COc1ccccc1NCC(=O)NN=C1CCS(=O)(=O)c2ccc(F)cc21,0,18,5,-3,4,2,7,1,-3,-7
CC(=O)c1c(C)[nH]c(C(=O)CN2CCN(S(=O)(=O)c3ccccc3[N+](=O)[O-])CC2)c1C,2,6,1,-6,-4,0,-3,0,-5,2
CC(=O)c1ccc(OCC(O)CN2CCN(CCO)CC2)cc1 (stereo unspecified),1,2,0,-10,0,0,2,0,2,-1
CCN1C(=O)C2(Nc3ccccc3-c3nc4ccccc4n32)c2cc(OC)ccc21 (stereo unspecified),1,3,-4,-22,1,-6,-3,15,2,5
C=CCN=C(NC#N)SCc1ccccc1,-1,3,1,-1,1,-2,1,-20,3,0
CCOc1cc(-c2sc(Nc3ccc(CC)cc3)n[n+]2-c2ccccc2)ccc1OC,1,11,-19,-2,1,-4,3,-5,3,1

# Compound profiles, as listed above:
# `CCN1C(=O)C2(Nc3ccccc3-c3nc4ccccc4n32)c2cc(OC)ccc21` (stereo unspecified) across the screens: PRMT1 FP inh = 1; rCAG RNA binder = 3; HTRA1 inh = -4; NPR2 activator = -22; LEDGF integ inh = 1; TCR CD3 inh = -6; mABHD4 FP = -3; TDP2 absorb = 15; MBD2 DNA inh = 2; SIAE inh = 5
# `Cc1nc(/C(N)=N/OC(=O)c2ccc(Cl)cc2)c(C(F)(F)F)o1` across the screens: PRMT1 FP inh = -5; rCAG RNA binder = -2; HTRA1 inh = -7; NPR2 activator = 1; LEDGF integ inh = -2; TCR CD3 inh = 0; mABHD4 FP = 1; TDP2 absorb = -10; MBD2 DNA inh = -2; SIAE inh = 2
# `N=C1C(c2nc(-c3ccc(Cl)cc3)cs2)=C(O)CN1NC(=O)c1ccc(O)cc1` across the screens: PRMT1 FP inh = -2; rCAG RNA binder = 22; HTRA1 inh = -2; NPR2 activator = -8; LEDGF integ inh = -1; TCR CD3 inh = 4; mABHD4 FP = -6; TDP2 absorb = 6; MBD2 DNA inh = -1; SIAE inh = -13

# Carrying on:
SMILES,PRMT1 FP inh,rCAG RNA binder,HTRA1 inh,NPR2 activator,LEDGF integ inh,TCR CD3 inh,mABHD4 FP,TDP2 absorb,MBD2 DNA inh,SIAE inh
C/C(Nc1ccc(Cl)c(Cl)c1)=C1/CCOC1=O,-4,-1,0,2,4,-1,-9,-1,-4,2
Oc1ccc(-c2sc(Nc3ccccc3)n[n+]2-c2ccc(F)cc2)cc1,0,5,-6,-7,-1,-1,5,7,-2,2
CCCCNC(=O)C(CC)(ONc1ccccc1C(F)(F)F)c1ccccc1OC (stereo unspecified),2,-2,6,-7,-1,0,1,9,-7,0
Cc1ccccc1CSc1nnc(C)n1N,-2,-3,5,2,-1,-1,-1,14,2,1
COc1cc2c(cc1OC)CN(C(=O)CSC1=NCCS1)CC2,4,3,-5,-4,-2,1,-5,7,2,-2
C[C@@]12C(=O)NCC(=O)N1[C@@H]1c3cc(Br)ccc3OC[C@@H]1[C@@H]2c1ccccc1,3,-2,3,-3,1,-6,-1,4,0,1
CC1(C)CC2(C)CC(=O)C1C(C(=O)O)C2C(=O)O (stereo unspecified),-6,-1,0,3,-1,-2,1,3,-2,5
COc1ccccc1CC1(C)C(=O)Nc2ccc(S(=O)(=O)NC3CCCCC3)cc21 (stereo unspecified),3,1,x,6,4,-4,-14,1,10,-1
O=C(O)C[C@H]1c2cc(C(F)(F)F)ccc2S(=O)(=O)N1C1CCN(Cc2ccccc2)CC1,2,2,3,3,-1,2,4,5,-5,2
Cc1cc(C)n(CC(=O)N/N=C/c2cccc([N+](=O)[O-])c2)n1,0,0,3,-4,2,-4,2,1,0,0
NS(=O)(=O)c1ccc(CNC(=O)CC23CC4CC(CC(C4)C2)C3)cc1,0,1,-6,-3,-5,1,0,-5,11,-4
COc1cc(C(O)c2nc(-c3csc4ccccc34)cs2)ccc1F (stereo unspecified),-3,4,x,-3,-2,-4,-38,-6,-2,-10
COc1cccc(-c2cc3nc(NCc4ccc(C)cc4C)n(C)c(=O)c3s2)c1,-1,7,x,-1,2,-4,-20,-2,5,-48
CN(CC(=O)Nc1ccccc1Br)C(=O)c1ccc(-c2ccc(Cl)cc2)o1,-2,3,-24,-6,4,1,-6,-7,2,-7
CCCCN(C)CCN1C(=O)C2C(C(=O)Nc3cccc(OC)c3)C3C=CC2(O3)C1C(=O)NC1CCCCC1C (stereo unspecified),1,-6,1,4,0,5,-3,6,-3,4
CCS(=O)(=O)N1CCN(c2ccc(C(=O)N3CCOCC3)cc2[N+](=O)[O-])CC1,0,-2,8,4,2,5,-1,-2,1,-4
Cc1ccc(S(=O)(=O)CC(O)COc2ccc(C#N)cc2)cc1 (stereo unspecified),0,-4,2,2,3,7,2,2,0,-2
O=C(NCCCC(NC(=O)OCc1ccccc1)C(=O)O)OCc1ccccc1 (stereo unspecified),7,8,-2,-1,-5,-8,-8,-20,7,-6
OC(CCl)CCl,-3,0,x,-3,2,3,-1,1,2,-1
COc1cc(NC(=O)c2cccc(COCC(F)(F)C(F)F)c2)cc(OC)c1OC,0,-3,-5,-4,3,2,1,6,-4,3
Cc1ccc(S(=O)(=O)NCC(=O)OCC(=O)N(Cc2ccccc2)C(C)(C)C)cc1,-2,-5,-5,-7,0,2,-1,-9,7,10
COc1cc(NS(=O)(=O)c2ccc(N/C=C(\C=O)c3nc4ccccc4o3)cc2)nc(OC)n1,3,35*,-4,-5,0,2,2,11,1,-2
CC(=O)Nc1ccc2c(c1)nc(CCNC(=O)c1ccccc1)n2C,-4,1,9,-2,1,-1,-4,-8,2,3
CC(c1cccnc1)N(CCN(C)C)C(=O)Nc1ccc(Cl)c(Cl)c1 (stereo unspecified),3,0,-5,-6,2,1,-8,-6,7,8
COc1cc(CN2CCCCCC2)cc(Br)c1O,-3,1,2,4,0,5,5,24,3,-1
O=C1N=C(N2CCOCC2)S/C1=C/c1cc2c(cc1[N+](=O)[O-])OCO2,8,4,9,-6,13,-7,11,-15,-9,3
O=C(N/N=C/c1ccc([N+](=O)[O-])cc1)c1cnccn1,1,-3,x,-5,-3,-7,1,11,5,-2
CCOC(=O)c1oc2ccc(S(=O)(=O)n3nc(-c4ccc(C)cc4)cc3N)cc2c1C,8,4,1,0,2,-6,-8,-3,6,-2
N#Cc1ccccc1-n1c(N)c(C(=O)N2CCCC2)sc1=S,13,3,-6,7,2,0,1,-13,-1,4
COCCN(C(=O)c1ccc2ccccc2c1)c1c(N)n(Cc2ccccc2)c(=O)[nH]c1=O,1,4,0,1,1,-6,-3,-4,6,-2
O=C(Nc1cnn(Cc2ccc(Cl)c(Cl)c2)c1)C12CC3CC(CC(C3)C1)C2,1,2,-38,0,-2,1,-1,0,-3,-9
CN(C)S(=O)(=O)c1cccc(NC(=O)COc2ccc(S(=O)(=O)N3CCOCC3)cc2Cl)c1,-6,1,-2,-1,5,2,1,4,-6,-11
CCc1cc(=O)oc2cc(OCC=C(C)C)ccc12,-2,-2,-8,-1,-1,-4,10,-3,0,10
O=C(c1cc(COc2ccc3ncccc3c2)on1)N1CCC[C@H]1CO,-1,-3,-4,-7,2,-1,5,4,-3,3
O=C(Cn1c(=O)n(-c2ccccc2)c(=O)n1CC(=O)N1CCCCC1)N1CCCCC1,-3,0,-7,7,-2,-2,7,-7,-1,6
CCOc1nc(-c2ccccc2)ccc1-c1noc(-c2ccco2)n1,3,10,-10,3,-1,2,2,1,0,-5
O=C(Nc1cccc(C(=O)NC2CC2)c1)c1ccccc1,-4,1,0,0,-4,-2,-8,-3,-6,4
CCc1ccccc1NC(=O)CCC(=O)N1CCN(C(C)=O)CC1,-4,3,3,7,0,-1,7,4,-5,9
CCOC(=O)/C(C#N)=C/N1CCOCC1,3,-2,-4,3,-2,-6,-2,-8,1,4
O=C(Nc1cccc2cccnc12)c1ccccc1Br,6,-3,-13,6,-4,-12,-3,1,3,-7

# In the list so far, these contain two or more sulfur atoms:
SMILES,PRMT1 FP inh,rCAG RNA binder,HTRA1 inh,NPR2 activator,LEDGF integ inh,TCR CD3 inh,mABHD4 FP,TDP2 absorb,MBD2 DNA inh,SIAE inh
COc1cc2c(cc1OC)CN(C(=O)CSC1=NCCS1)CC2,4,3,-5,-4,-2,1,-5,7,2,-2
COc1cc(C(O)c2nc(-c3csc4ccccc34)cs2)ccc1F (stereo unspecified),-3,4,x,-3,-2,-4,-38,-6,-2,-10
N#Cc1ccccc1-n1c(N)c(C(=O)N2CCCC2)sc1=S,13,3,-6,7,2,0,1,-13,-1,4
CN(C)S(=O)(=O)c1cccc(NC(=O)COc2ccc(S(=O)(=O)N3CCOCC3)cc2Cl)c1,-6,1,-2,-1,5,2,1,4,-6,-11
